Screening results: PubChem, Sanford-Burnham Center for Chemical Genomics
EBI2 block – blocks human EBI2 receptor beta-arrestin signaling | P32249 | EBI2 beta-arrestin recruitment, luminescence, 7a,25-OHC stimulated | inhibition, % at 5 µM | 0.81% of 360,000 active | AID 651636; in the data active = inhibition above about 38%;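 note: enzyme fragment complementation signal reports receptor beta-arrestin coupling in cells; 0% = agonist plus DMSO wells and 100% = wells without agonist; some results beyond the cut were filed as inactive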
UPR CHOP act – apoptotic UPR (CHOP) activation; activation, % at 10 µM; CHO-CHOP luciferase reporter, luminescence; percent of tunicamycin response over DMSO baseline; 0.34% of 330,000 active;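 active = at 10 µM dose, activation of 40% or more, normalized to positive control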;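 note: 100% = tunicamycin at 10 µg/mL and 0% = DMSO alone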
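measured by = luciferase luminescence | assay system = CHO-CHOP cells, stable luciferase reporter of PERK-eIF2a-CHOP signalling | amount = 500 reporter cells seeded per well | timing = 6 h compound exposure at 37 °C after overnight seeding | controls = positive tunicamycin 10 µg/mL, negative DMSO alone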
CXCR6 inh – blocks human CXCR6 beta-arrestin recruitment; CHO-K1 PathHunter CXCR6 beta-arrestin, luminescence; inhibition, % at 20 µM; 0.36% of 360,000 active; in the data active = inhibition above about 34%, passing the limit was not always enough;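 note: antagonist mode with CXCL16 agonist at 10 nM final; 0% = 10 nM CXCL16 with DMSO and 100% = unstimulated wells without agonist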
Target sequence (O00574 whole entry, looked up): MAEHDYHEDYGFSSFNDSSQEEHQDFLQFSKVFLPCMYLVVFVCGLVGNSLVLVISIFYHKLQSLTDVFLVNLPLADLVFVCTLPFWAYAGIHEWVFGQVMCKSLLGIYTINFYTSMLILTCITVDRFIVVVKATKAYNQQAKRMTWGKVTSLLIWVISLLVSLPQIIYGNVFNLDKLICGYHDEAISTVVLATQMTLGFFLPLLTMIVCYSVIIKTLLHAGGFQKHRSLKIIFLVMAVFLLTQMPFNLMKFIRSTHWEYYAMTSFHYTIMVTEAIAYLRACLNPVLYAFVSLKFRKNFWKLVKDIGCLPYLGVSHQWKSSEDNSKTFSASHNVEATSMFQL
tim23-1 inh – growth inhibitors of tim23-1 mutant yeast | S. cerevisiae tim23-1 growth, BacTiter-Glo luminescence, 24 h | inhibition, % at 20 µM | 1.3% of 330,000 active | AID 463212;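 active = growth inhibition of the mutant yeast at or above 50%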;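 note: temperature-sensitive mutant grown at 25 °C; plate controls were DMSO-treated mutant yeast for no effect and medium wells lacking yeast for full effect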
CCR6 antag – blocks CCL20-driven beta-arrestin recruitment at human CCR6; 0.49% of 340,000 active; AID 493098; inhibition, % at 20 µM; CHO-K1 CCR6 PathHunter beta-arrestin, luminescence, CCL20-stimulated; P51684;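 active = compounds whose inhibition of the agonist-driven luminescence signal at 20 µM reaches about 50%, limit read from the data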;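 note: cells stimulated with CCL20 at 14 nM final; plate controls were DMSO with CCL20 for no effect and DMSO without agonist for full effect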
Target sequence (P51684 whole entry, looked up): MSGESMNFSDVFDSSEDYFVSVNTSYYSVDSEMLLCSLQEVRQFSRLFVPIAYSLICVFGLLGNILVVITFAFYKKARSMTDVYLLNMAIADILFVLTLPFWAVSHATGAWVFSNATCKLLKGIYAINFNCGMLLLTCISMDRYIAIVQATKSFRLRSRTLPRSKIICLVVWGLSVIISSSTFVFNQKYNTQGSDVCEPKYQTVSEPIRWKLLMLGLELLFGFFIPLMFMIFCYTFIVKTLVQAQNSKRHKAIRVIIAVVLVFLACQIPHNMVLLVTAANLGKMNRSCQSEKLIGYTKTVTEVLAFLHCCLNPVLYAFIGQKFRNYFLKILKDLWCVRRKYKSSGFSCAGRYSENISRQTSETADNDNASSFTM
APJ agonist – agonists of human APJ apelin receptor. 0.11% of 330,000 active. activation, % at 20 µM. CHO-K1 APJ PathHunter beta-arrestin, luminescence; 0% DMSO wells, 100% apelin. P35414;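 active = activation more than six SD over the plate average, tested at 20 µM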;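 note: 0% = DMSO alone and 100% = apelin-13 at 10 nM; some results filed as inactive read as strong as hits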
Target sequence (P35414 whole entry, looked up): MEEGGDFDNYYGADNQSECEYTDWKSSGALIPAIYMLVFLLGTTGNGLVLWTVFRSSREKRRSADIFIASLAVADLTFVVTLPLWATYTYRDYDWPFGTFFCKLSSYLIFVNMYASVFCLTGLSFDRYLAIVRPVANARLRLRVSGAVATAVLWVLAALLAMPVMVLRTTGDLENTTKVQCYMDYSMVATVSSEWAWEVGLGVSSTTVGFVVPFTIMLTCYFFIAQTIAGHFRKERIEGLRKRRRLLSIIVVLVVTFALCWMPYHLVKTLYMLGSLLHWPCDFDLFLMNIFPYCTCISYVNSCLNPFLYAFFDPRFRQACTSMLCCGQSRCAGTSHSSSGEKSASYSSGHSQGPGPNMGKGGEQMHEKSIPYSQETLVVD
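Assay system: CHO-K1 cells stably expressing ProLink-tagged human APJ and arrestin–beta-gal acceptor. Compound dosing: 20 µM single point, 1% DMSO. Times: 16-18 h seeding, 90 min dark compound exposure, 60 min detection. Detection: beta-gal luminescence. Evaluation: APJ–arrestin association signal. Controls: negative DMSO alone, positive Apelin-13 at 10 nM.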
APJ antagonist – APJ receptor antagonism; 0.32% of 330,000 active; P35414; inhibition, % at 20 µM; CHO-K1 APJ beta-arrestin complementation, luminescence;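 active = inhibition above about 40% at 20 µM, limit read from the data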;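 note: cells challenged with 10 nM apelin-13 agonist together with compound; plate controls were apelin-13 plus DMSO wells for no effect and DMSO wells lacking apelin-13 for full effect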
XBP1 UPR activ – adaptive UPR (XBP1) activation; CHO-XBP1 luciferase reporter, IRE1-XBP1 UPR activation, luminescence; percent of tunicamycin response, DMSO as zero; 0.33% of 330,000 active; activation, % at 20 µM;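 active = versus positive control, 20 µM dose yields 30% or more activation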;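 note: 100% = tunicamycin at 10 µg/mL and 0% = DMSO only wells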
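Material: IRE1-XBP1 luciferase reporter CHO line / Quantity: one thousand reporter cells per well / Buffer or medium: F12 with 10% serum / Compound: 20 µM single concentration, DMSO 1% / Times: 6 h treatment, 37 °C / Detection: Steady-Glo luciferase glow luminescence, 10 min after reagent addition / Benchmarks: tunicamycin high, DMSO low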
Mdm2-MdmX inh – disrupts the human Mdm2-MdmX interaction; inhibition, % at 8 µM; O15151+Q00987; SaOS-2 split-luciferase Mdm2/MdmX complementation, luminescence; 3% of 330,000 active;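 active = inhibition of at least 50% at 8 µM in the primary screen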
* marks the source's active call; other numbers are inactive results; / = no result given. These rows are one share of the data, so the mix of outcomes need not match the whole.

SMILES	EBI2 block	UPR CHOP act	CXCR6 inh	tim23-1 inh	CCR6 antag	APJ agonist	APJ antagonist	XBP1 UPR activ	Mdm2-MdmX inh
Cc1ccc(NC(=O)CCc2nnc3ccc(N4CCC(C)CC4)nn23)nc1	2	3.3	5	12	5	5	22	-1	14
CCn1c(C)cs/c1=N\C(=S)Nc1ccccc1C	-7	1.0	4	48	-1	-2	-7	-2	25
CC(=O)Nc1ccc(CNc2ncnc3ccc(-c4c(C)noc4C)cc23)cc1	7	-0.8	-2	-7	4	0	-6	0	88*
CN(C)CCNC=C(C(=O)Nc1ccc(Cl)cc1Cl)C(=O)Nc1ccc(Cl)cc1Cl	0	6.0	-21	14	4	2	-24	29	76*
COc1cccc(OCc2nnc(SCc3cc(=O)[nH]c4ccccc34)o2)c1	4	-1.3	9	10	11	-1	-3	-2	13
COc1ccc(C(=O)N2CCC(C(=O)N3CCN(Cc4ccccc4)CC3)CC2)cc1	5	-0.1	-4	0	6	2	7	-1	22
COc1ccc(N2C(=O)C3CCCN3C2c2ccc(C)o2)cc1Cl (configuration not stated)	-5	1.0	-2	14	11	-1	4	0	-3
Cc1ccc(-n2c(C)n[nH]c2=S)cc1C	-11	-1.3	-12	6	-20	0	11	-3	-13
CN(CC(=O)Nc1ccccc1C(F)(F)F)C(=O)CN1C(=O)C2CCCCC2C1=O (configuration not stated)	-3	0.3	-10	-7	-10	-2	10	0	10
COCCN(Cc1ccccc1)C(=S)Nc1ccc(OC(F)F)cc1	17	-1.0	7	30	11	-4	3	0	-12
O=C(NCCc1ccccc1F)C(=O)Nc1nccs1	-1	2.0	-1	-3	13	-1	19	1	-7
COc1ccc(CC(=O)N2CC3(C)CC2CC(C)(C)C3)cc1 (configuration not stated)	-3	-0.4	4	23	11	1	4	-2	6
Cc1ccc(CC(=O)Nc2ccccc2N2CCOCC2)cc1C	13	-2.9	4	23	-20	-2	7	-5	-3
CN1CCC(=C2c3ccccc3C=Cc3ccccc32)CC1	1	-0.8	11	-33	17	-10	19	-5	46
CC(C)(C)C(=O)CN1C(=O)NC(C)(Cc2ccc3c(c2)OCO3)C1=O (configuration not stated)	-14	-1.3	2	14	16	-4	-2	1	6
O=C(Cc1ccc(NS(=O)(=O)c2ccc(Cl)c(Cl)c2)cc1)NCCN1CCOCC1	-9	0.8	3	20	5	-1	13	1	11
CC1CN(S(=O)(=O)c2cccc(C(=O)N(C)C3CCN(C)CC3)c2)CC(C)O1 (configuration not stated)	8	-1.8	12	-6	-6	-2	7	-2	14
O=C(NCCCl)Nc1cc([N+](=O)[O-])ccc1Cl	-5	0.4	-9	26	2	-1	-21	-2	17
COc1cc(CCCN2C(=S)NC[C@@H]2CC2CCCCC2)cc(OC)c1OC	20	-1.0	1	21	18	1	-5	-1	9
Cc1nonc1OCCNCc1c(C(=O)N2CCCCCCC2)nc2ccc(Cl)cn12	11	-3.3	3	10	9	-1	0	-2	-26
Cc1ccc(NC(=O)CN(Cc2ccccc2)S(C)(=O)=O)cc1C	-5	-0.1	-3	7	15	-5	1	-1	24
CC(=O)Nc1cccc(/C(C)=N/NC(=O)c2ccc(Cl)cc2Cl)c1	3	0.9	-11	20	-1	-1	20	1	11
Cc1ccc(C(=O)NCCC(=O)N2CCC3(CC2)NCCc2[nH]cnc23)cc1C	-6	2.5	1	-2	3	-2	18	-6	23
CCOc1ccc(-c2nnn(CC(=O)c3ccc4c(c3)OCCO4)n2)cc1OCC	0	-0.2	2	10	-2	1	-5	9	16
CCOc1ccccc1C=Nc1ccccc1C(=O)Nc1ccccc1	-14	0.8	7	36	1	0	-4	2	15
COc1ccc(N2C(=O)CC(c3ccc([N+](=O)[O-])cc3)C2=O)cc1 (configuration not stated)	0	0.8	-5	14	10	1	4	-4	-10
Cc1ccc(C)c(Cn2c(C)nc3c(sc(=S)n3-c3ccccc3)c2=O)c1	8	2.1	-2	-1	3	-2	19	0	60*
CCn1c(Cc2ccccc2)nnc1SCc1nc2ccccc2c(=O)[nH]1	-7	-1.1	3	10	-1	-1	12	-2	18
COc1ccccc1Oc1ccc2c(c1)C(=O)N(CC(=O)O)C2=O	-4	-0.7	0	-6	15	-5	13	-4	14
O=C(CCCN1C(=O)/C(=C\c2cccs2)SC1=S)Nc1cccc(C(=O)O)c1	1	0.5	15	17	21	-4	21	-2	-4

Arranged by length of the SMILES (ascending): some entries from above
SMILES	EBI2 block	UPR CHOP act	CXCR6 inh	tim23-1 inh	CCR6 antag	APJ agonist	APJ antagonist	XBP1 UPR activ	Mdm2-MdmX inh
CCOc1ccccc1C=Nc1ccccc1C(=O)Nc1ccccc1	-14	0.8	7	36	1	0	-4	2	15
CC(=O)Nc1cccc(/C(C)=N/NC(=O)c2ccc(Cl)cc2Cl)c1	3	0.9	-11	20	-1	-1	20	1	11
Cc1ccc(C(=O)NCCC(=O)N2CCC3(CC2)NCCc2[nH]cnc23)cc1C	-6	2.5	1	-2	3	-2	18	-6	23

Nothing new here: an excerpt of the list.
SMILES	EBI2 block	UPR CHOP act	CXCR6 inh	tim23-1 inh	CCR6 antag	APJ agonist	APJ antagonist	XBP1 UPR activ	Mdm2-MdmX inh
CC1CN(S(=O)(=O)c2cccc(C(=O)N(C)C3CCN(C)CC3)c2)CC(C)O1 (configuration not stated)	8	-1.8	12	-6	-6	-2	7	-2	14
O=C(NCCCl)Nc1cc([N+](=O)[O-])ccc1Cl	-5	0.4	-9	26	2	-1	-21	-2	17
COc1cc(CCCN2C(=S)NC[C@@H]2CC2CCCCC2)cc(OC)c1OC	20	-1.0	1	21	18	1	-5	-1	9
Cc1nonc1OCCNCc1c(C(=O)N2CCCCCCC2)nc2ccc(Cl)cn12	11	-3.3	3	10	9	-1	0	-2	-26
Cc1ccc(NC(=O)CN(Cc2ccccc2)S(C)(=O)=O)cc1C	-5	-0.1	-3	7	15	-5	1	-1	24
CC(=O)Nc1cccc(/C(C)=N/NC(=O)c2ccc(Cl)cc2Cl)c1	3	0.9	-11	20	-1	-1	20	1	11
Cc1ccc(C(=O)NCCC(=O)N2CCC3(CC2)NCCc2[nH]cnc23)cc1C	-6	2.5	1	-2	3	-2	18	-6	23
CCOc1ccc(-c2nnn(CC(=O)c3ccc4c(c3)OCCO4)n2)cc1OCC	0	-0.2	2	10	-2	1	-5	9	16
CCOc1ccccc1C=Nc1ccccc1C(=O)Nc1ccccc1	-14	0.8	7	36	1	0	-4	2	15
COc1ccc(N2C(=O)CC(c3ccc([N+](=O)[O-])cc3)C2=O)cc1 (configuration not stated)	0	0.8	-5	14	10	1	4	-4	-10
Cc1ccc(C)c(Cn2c(C)nc3c(sc(=S)n3-c3ccccc3)c2=O)c1	8	2.1	-2	-1	3	-2	19	0	60*
CCn1c(Cc2ccccc2)nnc1SCc1nc2ccccc2c(=O)[nH]1	-7	-1.1	3	10	-1	-1	12	-2	18
COc1ccccc1Oc1ccc2c(c1)C(=O)N(CC(=O)O)C2=O	-4	-0.7	0	-6	15	-5	13	-4	14
O=C(CCCN1C(=O)/C(=C\c2cccs2)SC1=S)Nc1cccc(C(=O)O)c1	1	0.5	15	17	21	-4	21	-2	-4

Other structures follow.
SMILES	EBI2 block	UPR CHOP act	CXCR6 inh	tim23-1 inh	CCR6 antag	APJ agonist	APJ antagonist	XBP1 UPR activ	Mdm2-MdmX inh
CCOC(=O)C1(CC2CCCCO2)CCN(S(=O)(=O)c2c(C)nn(C)c2C)CC1 (configuration not stated)	-14	-0.7	-2	12	13	-3	-3	1	7
N#C/C(=C\c1c(Cl)cccc1Cl)c1nc2ccccc2[nH]1	3	0.4	9	61*	16	-3	-2	-1	-18
Cc1[nH]c2ccccc2c1C(=O)CSc1nccc(=O)[nH]1	1	0.9	-5	15	-2	-2	1	-1	21
CC(=O)NCCNc1ccc([N+](=O)[O-])cn1	-12	0.3	14	13	-10	-2	5	0	-2
COc1ccc(NC(=O)CC(=O)Nc2ccc(OC)cc2)cc1	-18	-1.0	-3	-21	-2	-2	-25	-1	13
CCOC(=O)c1c(-c2ccccc2)csc1NC(=O)c1ccc(S(=O)(=O)N2CCOCC2)cc1	10	2.5	-7	6	11	0	2	-1	-11
Cc1ccc(C(=O)/C=C2\NCC(C)NC2=O)cc1 (configuration not stated)	-3	-7.7	-3	5	-9	-5	18	-11	27
COc1ccc2c(c1)n([O-])c1c([n+]2=O)CCC1	/	-0.5	/	-11	-9	5	-29	-2	20
OCc1ccccc1N=Cc1cccnc1	-6	1.8	8	0	8	-1	16	-6	-21
CCc1c(C)nc2ncnn2c1N1CCCC(C(=O)Nc2cc(F)ccc2C)C1 (configuration not stated)	-11	0.3	1	3	-1	-3	10	-2	21
O=C(CN1c2ccccc2Sc2ccccc21)N/N=C/c1ccc([N+](=O)[O-])cc1	9	-2.1	4	14	5	3	-10	1	49
CN(c1ccccc1)S(=O)(=O)c1cccc(C(=O)NCC(=O)Nc2ccc(F)c(F)c2F)c1	4	0.1	-24	-7	5	-3	-6	-2	28
COc1ccc(OC[C@@H](O)CNC(=O)c2cccc3c2C(=O)c2ccc(Cl)cc2S3(=O)=O)cc1	30	0.3	-2	2	2	1	-2	-2	5
CCOC(=O)Nc1cc(C(=O)OCC)c(C)nc1C	-14	-1.2	2	-19	1	-4	-4	-2	18
COc1ccc(CN2CCN(Cc3ccon3)CC2CCO)c(C)c1C (configuration not stated)	-1	-1.6	-3	-5	6	-4	-27	0	2
CCOC(=O)c1c(-c2ccccc2)csc1N1C(=O)Nc2ccccc2N1O	-2	-0.6	6	31	9	-3	-9	2	-8
O=C1NCC(=O)N2C(c3ccccc3)c3[nH]c4ccccc4c3C[C@@H]12 (some centres not stated)	-3	1.2	10	16	14	0	7	-6	-8
Cc1ccc(S(=O)(=O)N2CCOCC2)cc1C(=O)Nc1ccc(S(=O)(=O)Nc2nccs2)cc1	5	-1.4	-12	9	-7	-3	12	-1	11
O=C(N/N=C/C=C/c1ccccc1)c1cc(C2CC2)[nH]n1	-11	2.5	-6	16	0	1	-12	1	-17
CCOc1ccccc1NC(=O)C1CCCN(S(C)(=O)=O)C1 (configuration not stated)	-4	1.7	-5	0	5	-2	10	-3	16
O=C(CC(Nc1ccccc1)c1ccc(F)cc1)c1ccccc1 (configuration not stated)	12	4.6	5	34	19	2	7	1	-12
CCOC(=O)c1c(NC=O)sc2c1CCC2	-12	6.2	-9	22	1	0	-6	1	-15
Cc1ccc(-n2nc(C(=O)NCc3ccco3)c3c4ccccc4n(C)c3c2=O)cc1	20	-0.6	7	4	7	-6	6	0	33
CC(C(=O)OCC(=O)c1ccccc1)N1C(=O)c2ccccc2C1=O (configuration not stated)	-5	1.0	2	-3	-6	-4	12	-2	-8
COC(=O)c1cc2c(C)[nH]c(C)c2cc(C(=O)OC)c1=O	-11	1.1	5	3	3	-2	-23	-1	16
